# Screening results (PubChem BioAssay)
# FBW7 activator – human FBW7 E3 ligase activation, primary screen; actives 0.13% (n = 650,000); AlphaScreen FBW7–phospho-cyclin E peptide binding, activator screen; normalized activity (activation), % at 26.1 µM; Q969H0; in the data active = normalized activity above about 1.9%;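 also: purified mutant Fbw7 with reduced substrate affinity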
# GPR151 ag – activates the human receptor GPR151; actives 1% (n = 650,000); PathHunter beta-arrestin GPR151 cells, luminescence; AID 1508602; Q8TDV0; activation, % at 11.2 µM; in the data active = activation above about 4.9%;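 also: 0% = median of compound wells and 100% = cells with positive control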
# Target sequence (Q8TDV0 whole entry, looked up): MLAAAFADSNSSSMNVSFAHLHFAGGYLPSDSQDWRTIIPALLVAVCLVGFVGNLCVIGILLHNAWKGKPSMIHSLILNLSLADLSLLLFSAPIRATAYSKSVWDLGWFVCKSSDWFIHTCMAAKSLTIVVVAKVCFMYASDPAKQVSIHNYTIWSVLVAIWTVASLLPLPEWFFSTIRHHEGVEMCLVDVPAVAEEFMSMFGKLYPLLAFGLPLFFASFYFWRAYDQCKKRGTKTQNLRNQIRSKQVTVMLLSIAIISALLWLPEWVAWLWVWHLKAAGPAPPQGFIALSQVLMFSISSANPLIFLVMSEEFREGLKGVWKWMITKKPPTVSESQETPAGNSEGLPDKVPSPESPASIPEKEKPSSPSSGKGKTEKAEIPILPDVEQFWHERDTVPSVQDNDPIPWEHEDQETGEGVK
# MITF inh – human MITF inhibition, primary screen | O75030 | AlphaScreen MITF homodimerization, bead proximity signal | inhibition, % at 2.6 µM | actives 0.91% (n = 650,000) | AID 1259374; in the data active = inhibition above about 50%;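 also: 0% = vehicle wells with protein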
# Target sequence (O75030 whole entry, looked up): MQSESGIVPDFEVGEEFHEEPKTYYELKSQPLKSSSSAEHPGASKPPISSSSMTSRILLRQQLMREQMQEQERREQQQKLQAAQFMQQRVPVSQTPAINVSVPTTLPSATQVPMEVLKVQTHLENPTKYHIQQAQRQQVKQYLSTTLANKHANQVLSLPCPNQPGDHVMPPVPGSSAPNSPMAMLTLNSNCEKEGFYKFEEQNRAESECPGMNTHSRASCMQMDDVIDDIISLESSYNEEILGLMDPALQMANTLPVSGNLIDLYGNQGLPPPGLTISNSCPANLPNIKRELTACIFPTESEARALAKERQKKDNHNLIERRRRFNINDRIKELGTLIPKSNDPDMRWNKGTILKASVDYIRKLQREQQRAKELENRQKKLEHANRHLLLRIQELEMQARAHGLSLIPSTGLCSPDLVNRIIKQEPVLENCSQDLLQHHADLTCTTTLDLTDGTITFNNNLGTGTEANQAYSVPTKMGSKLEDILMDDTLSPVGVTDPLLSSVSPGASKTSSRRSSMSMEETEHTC
# TEAD-YAP block – TEAD-YAP interaction inhibition; HEK-TIYL cells, TEAD-Gal4/YAP UAS-luciferase luminescence; inhibition, % at 9.12 µM; actives 1.4% (n = 640,000); AID 1259422; in the data active = inhibition above about 32%;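 also: 0% = median of test compound wells and 100% = reference inhibitor wells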
# * hit, by the source's call; . = not tested or not shown. This is a random part of the collection. About 3.4% of those tested had a hit in this group.
no.	Molecule	FBW7 activator	GPR151 ag	MITF inh	TEAD-YAP block
1	COc1ccccc1N1CCN(C2CCCN(C(=O)CN3CCOC3=O)C2)CC1 (centres undefined)	0.1	0.7	11	-1
2	CCCC(=O)c1ccc(N2CCN(C(=O)c3ccc(F)cc3)CC2)c(F)c1	0.3	-0.6	-4	2
3	Cc1ccc(CN2Cc3cc4ccccc4nc3OC(C)C2=O)o1 (centres undefined)	-0.2	-0.7	-12	-9
4	Cc1ccc2nc(C)c(C(=O)NCc3cccnc3)n2c1	1.2	0.0	16	-2
5	CCCN(CCC)C(=O)CSc1nc2ccccc2c(=O)n1Cc1ccco1	0.3	0.1	16	-2
6	O=C(NCc1ccccc1)c1cc(=O)[nH]c(=O)[nH]1	0.0	1.1	-1	4
7	Cc1ccccc1CN1CCN(C2CCN(C(C)C)CC2)C(CCO)C1 (centres undefined)	-0.1	0.7	-9	-7
8	O=C1/C(=C/C2CC=CCC2)SC(=S)N1CC1CCCO1 (centres undefined)	-0.2	0.7	1	7
9	O=C(CN(Cc1cccnc1)C(=O)c1csnn1)NCc1ccccc1	0.0	0.4	-9	1
10	CC(C)CNC(=S)NC(=O)c1ccc(F)cc1	-0.1	0.7	6	-46
11	Cc1nc(NCCNC(=O)c2ccc(F)cc2Cl)cc(N2CCCC2)n1	-0.2	0.1	13	-3
12	O=C1CSC2N1CCCC21CCCCC1 (centres undefined)	0.1	-0.8	0	7
13	CN(C)C(=O)NC(NC(=S)Nc1ccc([N+](=O)[O-])cc1)C(Cl)(Cl)Cl (centres undefined)	-0.5	0.5	8	4
14	CCc1nc(SCC(=O)Nc2ccc(N(C)C)cc2)c2oc3ccccc3c2n1	-0.2	-0.6	2	2
15	FC(F)(F)c1ccc(Cn2cnc3c(NC4CC4)nc(-c4ccc(N5CCOCC5)nc4)nc32)cc1	-0.1	8.0*	1	0
16	CCCc1nnc(NC(=O)c2ccc([N+](=O)[O-])c(Cl)c2)s1	0.1	-0.3	5	-3
17	O=S(=O)(c1ccc(Cl)cc1)N1CCn2cccc2C1c1ccc(F)cc1 (centres undefined)	0.1	0.4	-2	-1
18	O=C(NCCCN1CCOCC1)c1ccccc1CCc1ccccc1	1.1	-1.2	20	-14
19	O=C1CCCN1CCCNc1ccnc(NC2CCN(Cc3ccccc3)CC2)n1	0.1	-0.1	-1	1
20	Cc1cccc(Cn2c(SCC(=O)OCc3ccccc3)nc3c2c(=O)n(C)c(=O)n3C)c1	0.3	-0.4	-9	0
21	CCC(C)NC(=O)C1CCN(c2nc3ccc(OC)cc3s2)CC1 (centres undefined)	-0.1	0.0	-4	-12
22	O=C(CSc1nc2ccccc2s1)Nc1ccc2nc(SCC(=O)Nc3ccccc3C(F)(F)F)sc2c1	-0.1	2.0	-4	2
23	CCOc1ccc(CCNC(=O)CN2c3cccc4cccc(c34)S2(=O)=O)cc1OCC	0.1	-1.0	15	-1
24	N#Cc1c2c(c(NCc3ccccc3)n3c1nc1ccccc13)CCC2	0.5	-0.1	1	-4
25	CN1CCN(C(=O)c2ccnc(Nc3ccc4[nH]ncc4c3)c2)CC1	-0.2	0.4	5	-14
26	Cc1ccc2occ(CN3CCc4c(nc(N5CCC(C)CC5)[nH]c4=O)C3)c(=O)c2c1	0.1	-1.3	-4	-2
27	O=C(Nc1ccccc1Cl)c1ccc(F)c(S(=O)(=O)NCc2ccccn2)c1	0.3	-1.0	-18	12
28	CC(Cl)C(=O)Nc1ccc(C#N)cc1 (centres undefined)	0.2	-0.5	7	18
29	CCc1ccc(C(=O)Nc2ccc(Br)cn2)cc1	0.2	-3.9	11	38*
30	CCCSc1nc2sc3c(c2c(=O)n1-c1ccc(C)cc1)CCC3	0.3	-0.8	0	-6
31	Cc1cccc(Nc2ccc3c(cnn3-c3cccc(C(=O)NCCN4CCN(CC5CC5)CC4)c3)c2)c1Cl	0.1	2.5	7	8
32	O=C(N/N=C/c1c(F)cccc1F)c1cccnc1	-0.1	-1.7	4	5
33	O=C(CSc1ccccc1)Nc1nc(-c2ccncc2)cs1	-0.1	-1.3	-8	-15
34	CC1Cc2nc(SCC(=O)Nc3cccc4ccccc34)n(C)c(=O)c2S1 (centres undefined)	1.0	0.8	13	9
35	COc1ccc(CCN2C(=O)NC(NC(C)=O)(C(F)(F)F)C2=O)cc1OC (centres undefined)	0.4	5.0*	12	3
36	Nc1c(C(=O)c2ccc(Cl)s2)sc2nc(-c3cccs3)cc(C(F)(F)F)c12	0.0	0.2	15	1
37	CC(=O)Nc1ccc(C(=O)CSc2nncn2C)cc1	-0.2	9.6*	1	-1
38	Cc1cccc2cc(CN(C(=O)C3CC3)C3CCCCC3)c3nnnn3c12	-0.2	-1.8	-9	2
39	COc1ccccc1C(=O)ON1C(=O)c2cccc3cccc(c23)C1=O	-0.3	0.3	-16	6
40	O=C(NC1CCCCCCCCCCC1)c1ccncc1	-0.1	0.7	6	1
41	CCOC(=O)c1[nH]c(C)c(CNCc2ccccc2)c1C	0.1	-1.1	18	7
42	Nc1cc(=O)[nH]c(SCC(=O)Nc2cccc(C(F)(F)F)c2)n1	-0.1	0.3	1	-3
43	O=C(NCCCO)C1CCN(S(=O)(=O)c2ccc(Cl)cc2)CC1	0.7	-0.7	-2	-1
44	O=S(=O)(NCc1csc(-c2cccs2)n1)c1ccc(N2CCOCC2)nc1	0.1	0.0	-8	-3
45	Cc1nc2c(ccc3sc(NC(=O)c4nc5ccccc5s4)nc32)s1	0.1	1.7	-4	6
46	COc1ccc(Cl)cc1NC(=O)N(C)c1ccc(Oc2ccc(C)nn2)cc1	0.3	-0.8	7	-9
47	N#Cc1cc2c(nc1SCc1ccc([N+](=O)[O-])cc1)CCC2	0.2	-2.1	18	-11
48	Nc1c(C(=O)Nc2ccc3c(c2)OCCO3)nnn1Cc1ccc(Br)cc1F	0.9	-0.5	11	-64
49	CC(C)(C)C(=O)C1C2C3COC(O3)C(=O)C2C2C=Cc3ccccc3N21 (centres undefined)	-0.5	-0.5	-5	5
50	COC(=O)C(C)Oc1ccc2oc(=O)c(-c3ccc(OC)cc3)c(C)c2c1 (centres undefined)	1.3	-1.5	18	12
51	COc1cc(/C=C2\C(=O)NN(c3ccccc3)C2=O)ccc1OC(=O)c1ccccc1	0.0	4.0	-23	2
52	COc1ccccc1NC(=O)Cn1c(C(O)c2ccccc2)nc2ccccc21 (centres undefined)	0.0	0.4	6	1
53	O=C(NCCN1Cc2ccccc2OC(c2ccccc2)C1)c1cc(=O)c2ccccc2o1 (centres undefined)	0.1	-0.7	8	-1
54	O=C(O)CN1C(=O)/C(=C/c2ccc(Br)cc2)SC1=S	0.1	-0.6	8	4
55	COc1ccc(OCC(=O)N/N=C/c2ccccc2O)c(Br)c1	0.4	-1.0	15	5
56	CCCOc1ccc(-c2nn(-c3ccccc3)cc2/C=c2\sc3nc(-c4ccc(Cl)cc4)nn3c2=O)cc1C	0.1	-0.4	0	-10
57	CCCNC(=O)c1ccc(CS(=O)(=O)c2ccc(Br)cc2)o1	0.0	0.6	3	8
58	O=C(c1ccccc1F)N1CCc2ccccc2C1	0.1	-1.1	14	-11
59	Cc1ncsc1CCOC(=O)c1ccc(Cl)cc1Cl	0.6	0.0	-23	-20
60	C=C(C)CN(CC)c1nc(CN2CCC(C(O)CC)CC2)nc2ccccc12 (centres undefined)	0.1	0.2	2	-6

# Reformatted: entries from further up
[45] Cc1nc2c(ccc3sc(NC(=O)c4nc5ccccc5s4)nc32)s1
[46] COc1ccc(Cl)cc1NC(=O)N(C)c1ccc(Oc2ccc(C)nn2)cc1

assay / entry	45	46
FBW7 activator	0.1	0.3
GPR151 ag	1.7	-0.8
MITF inh	-4	7
TEAD-YAP block	6	-9

# Returning to the listing; the 6 compounds before the break are reprinted first.
no.	Molecule	FBW7 activator	GPR151 ag	MITF inh	TEAD-YAP block
55	COc1ccc(OCC(=O)N/N=C/c2ccccc2O)c(Br)c1	0.4	-1.0	15	5
56	CCCOc1ccc(-c2nn(-c3ccccc3)cc2/C=c2\sc3nc(-c4ccc(Cl)cc4)nn3c2=O)cc1C	0.1	-0.4	0	-10
57	CCCNC(=O)c1ccc(CS(=O)(=O)c2ccc(Br)cc2)o1	0.0	0.6	3	8
58	O=C(c1ccccc1F)N1CCc2ccccc2C1	0.1	-1.1	14	-11
59	Cc1ncsc1CCOC(=O)c1ccc(Cl)cc1Cl	0.6	0.0	-23	-20
60	C=C(C)CN(CC)c1nc(CN2CCC(C(O)CC)CC2)nc2ccccc12 (centres undefined)	0.1	0.2	2	-6
61	Brc1c(OCCN2CCNCC2)ccc2ccccc12	-0.1	-2.7	64*	-11
62	Cc1ccc(C)c(NC(=O)Nc2nnc(N3CCCCC3)s2)c1	-0.2	-0.1	2	8
63	CCOc1ccccc1NC(=O)Nc1cc(C)cn(Cc2ccc(C)cc2)c1=O	-0.1	0.1	-9	14
64	CCNC(=O)c1c(NC(=O)C2COc3ccccc3O2)sc2c1CCCC2 (centres undefined)	0.4	0.9	18	3
65	COc1ccc(N2CCN(c3ncnc4sc(C(=O)N5CCN(c6ccc(F)cc6)CC5)c(C)c34)CC2)cc1	-0.3	4.0	-7	0
66	O=C(c1ccccc1)N1c2ccccc2Sc2ccc(Cl)cc21	0.1	0.3	2	1
67	CCOC(=O)C1CCC(CN(Cc2c(Cl)cccc2Cl)S(=O)(=O)c2cccc([N+](=O)[O-])c2)CC1 (centres undefined)	0.1	0.1	17	0
68	COc1ccc(S(=O)(=O)N2CC=C(c3ccccc3)CC2)c(OC)c1	-0.4	0.5	4	-7
69	CCCc1cc(C(=O)Nc2cccc(Cl)c2)no1	0.1	0.4	1	-41
70	Cc1ccc(Cn2ncc3c(N4CCN(C5CCCC5)CC4)ncnc32)cc1	-0.1	0.0	13	-1
71	CCOc1ccc(C2N(Cc3ccccc3)CCN2Cc2ccccc2)cc1	0.1	0.1	4	0
72	CCN1C(=O)/C(=c2\sc3nc(-c4cccc(C)c4)nn3c2=O)c2ccccc21	0.1	0.8	24	-3
73	CC/C=C\C/C=C\C/C=C\C/C=C\C=C\C(O)C/C=C\CCC(=O)O (centres undefined)	.	-2.8	1	.
74	O=C(CSc1ccc2ccccc2c1)NCCCN1CCCC1=O	-0.1	-1.2	-3	-3
75	C/C(=N\NC(=O)CN1CCCCC1)c1ccc(C(C)(C)C)cc1	0.1	0.2	1	-2
76	CCCOC(=O)c1ccc(NC(=O)c2ccccc2C)cc1	0.0	-0.3	5	-28
77	O=C(NCc1ccc(F)cc1)C1CCC(CNc2c(N3CCCCC3)c(=O)c2=O)CC1 (centres undefined)	0.3	-0.1	7	-3
78	COc1ccc(CCN(C)CCC(=O)Nc2ccc(Cl)cc2)cc1OC	-0.1	1.9	4	9
79	CCOc1cc(/C=C2/C(=N)N3N=C(CC(C)C)SC3=NC2=O)ccc1OCc1ccccc1	0.3	0.3	4	5
80	CC(=O)Nc1ccc(NC2OC(C)C(O)C(O)C2O)cc1 (centres undefined)	0.0	0.9	1	-12
81	CC1CN(S(=O)(=O)c2ccc(C(=O)Nc3ccc4sccc4c3)cc2)CC(C)O1 (centres undefined)	-0.1	-1.8	-4	-10
82	COc1ccccc1-c1cc(C(=O)Nc2c(C)n(C)n(-c3ccccc3)c2=O)no1	0.1	-0.8	12	6
83	Cc1cccc(C2=N/C(=C\c3ccc(N(C)C)cc3)C(=O)O2)c1	0.3	0.1	11	6
84	Cc1ccc(C(=O)Nc2cc3cc(Cl)ccc3oc2=O)cc1	0.0	0.5	-4	22
85	O=Cc1cn(CC(=O)Nc2ccccc2)c2ccccc12	-0.1	0.7	4	7
86	Cc1ccc(C)c(-n2cc[nH]c2=S)c1	0.0	-0.1	-6	6
87	O=C(Nc1ccc(Cl)cc1)c1nn2c(C(F)(F)F)cc(-c3ccc(Cl)cc3)nc2c1Cl	0.3	-0.6	3	-2
88	CCC(=O)N(C)C(Cc1ccc(F)cc1F)C1CCN(C(=O)CCn2cncn2)CC1 (centres undefined)	0.1	1.3	-15	2
89	O=C(O)/C=C/C(=O)Nc1ccc(Sc2ccc([N+](=O)[O-])cc2)cc1	-0.1	3.3	0	-7
90	COc1ccc(/C=C(\C#N)C(=O)Nc2ccc([N+](=O)[O-])cc2Cl)cc1	0.0	-0.1	-2	-4
91	Cc1ccc(C(=O)NCCc2nnc3n2CCN(Cc2cccc(OCCO)c2)CC3)cc1	0.1	0.5	14	12
92	O=C1C/C(=N\NC(=S)NCc2ccccc2)c2ccccc21	-0.2	-0.6	1	-6
93	C=CCN(CC=C)Cc1c(C(=O)N2CCN(C3CCCCC3)CC2)nc2ccccn12	0.0	-1.2	3	1
94	Cc1ccc(S(=O)(=O)N(CC(=O)O)c2ccc(C)cc2C)cc1	0.1	0.1	11	4
95	CCOc1ccc(CN2CCN(Cc3c(C)nc4sccn34)CC2CCO)cc1 (centres undefined)	-0.3	-2.6	-2	-4
96	NCCNCCCCOc1ccc(Cl)c(Cl)c1	0.0	-1.0	4	-6
97	O=C(Cc1ccc(Cl)cc1)Nc1ccc(C(=O)N2CCOCC2)cc1	0.1	-1.4	12	0
98	Cc1ccc(C(=O)N/C(=C\c2ccc(-c3cc(Cl)ccc3Cl)o2)C(=O)N2CCCCC2)cc1	0.1	2.5	-7	-3
99	O=C1CC(c2ccc(F)cc2)Sc2nc3ccccc3n21 (centres undefined)	0.2	-1.7	6	11
100	COc1ccc(CNc2nc3c(c(=O)[nH]c(=O)n3C)n2Cc2ccccc2)cc1	0.5	-0.5	14	9
101	CCOc1ccccc1C1Nc2ccccc2-c2nnc(SCC)nc2O1 (centres undefined)	0.1	2.2	4	-7
